Assay outcomes: PubChem, several laboratories
FAS-TE inh: FAS thioesterase (human) inhibition | P49327 | recombinant FAS-TE, OMFH fluorogenic substrate, fluorescence endpoint | inhibition, % at 15 µM | actives 0.67% (n = 360,000);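 active = compounds whose normalised, plate-corrected inhibition of enzyme fluorescence in the single-dose primary screen is 50% or more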;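 note: 0% = DMSO with enzyme and 100% = substrate without enzyme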
CSN inh: CSN deneddylation inhibition; Q92905; Purified CSN, SCF-Nedd8-OG deneddylation, fluorescence polarization; inhibition, % at 12.5 µM; actives 0.38% (n = 360,000); AID 651999;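 active = pattern-corrected inhibition above about 35%, with an unprinted fluorescence ratio check between 0.5 and 1.5, limit read from the data, passing the limit was not always enough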;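 note: 0% = enzyme with substrate and 100% = substrate without enzyme; some results filed as inactive read as strong as hits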
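test system = HEK293T-derived human Csn5 enzyme | amount = 0.24 nM Csn5 enzyme, final concentration | medium = Tris/NaCl/DTT buffer, pH 7.5 | schedule = 90 min reaction at room temperature | signal = FP | evaluation = inhibition of Csn5 cleavage, % | compound dosing = single dose of 12.5 µM compound with 0.25% DMSO | probe or stimulus = 10 nM SCFSkp2-Nedd8OG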
PABP1 MLLE inh: inhibitors of microRNA-mediated deadenylation, human PABP1 MLLE binding; inhibition, % at 20 µM; actives 0.36% (n = 360,000); GST-MLLE / FITC-PAM2 fluorescence polarization; in the data active = inhibition above about 35%, passing the limit was not always enough;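 note: plate controls were DMSO wells with GST-MLLE for no effect and wells lacking GST-MLLE protein for full effect; some results filed as inactive read as strong as hits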
Target sequence (P11940 whole entry, looked up): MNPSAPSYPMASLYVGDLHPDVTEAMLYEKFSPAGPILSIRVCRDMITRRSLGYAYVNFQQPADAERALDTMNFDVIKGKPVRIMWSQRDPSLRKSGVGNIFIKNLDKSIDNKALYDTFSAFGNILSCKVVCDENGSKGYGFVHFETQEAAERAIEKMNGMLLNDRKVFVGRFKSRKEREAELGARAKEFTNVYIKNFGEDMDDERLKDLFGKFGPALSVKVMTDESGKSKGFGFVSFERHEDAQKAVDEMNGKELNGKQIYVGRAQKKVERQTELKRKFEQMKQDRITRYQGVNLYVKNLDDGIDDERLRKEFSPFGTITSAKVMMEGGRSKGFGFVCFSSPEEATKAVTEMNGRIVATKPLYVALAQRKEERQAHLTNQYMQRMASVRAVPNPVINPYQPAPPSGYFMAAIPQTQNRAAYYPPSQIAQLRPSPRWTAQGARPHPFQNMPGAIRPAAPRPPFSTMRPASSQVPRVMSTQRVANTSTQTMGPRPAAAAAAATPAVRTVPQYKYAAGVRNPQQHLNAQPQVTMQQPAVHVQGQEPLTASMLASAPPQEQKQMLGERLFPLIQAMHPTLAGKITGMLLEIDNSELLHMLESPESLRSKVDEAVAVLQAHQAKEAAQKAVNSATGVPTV
Neddyl block: inhibitors of human cullin neddylation; calls only at 25 µM; TR-FRET cullin neddylation, biochemical; actives 0.58% (n = 360,000); AID 651699; in the data active = inhibition above about 36%
MT1-MMP act inh: blocks activation of human MT1-MMP | P50281 | HT1080 RFP-PRO-GFP cells, GFP/RFP ratio fluorescence, overnight; percent of plate control window, DMSO zero | GFP/RFP ratio change, % at 20 µM | actives 0.061% (n = 360,000) | AID 651647;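 active = GFP/RFP ratio change of at least 30% with cell ATP level not reduced by more than half and red fluorescence within 50% of control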; note: strong numbers were not always called active
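Assay system: HT1080 RFP-PRO-GFP cells. Benchmarks: DMSO vehicle wells and RFP-L50D-GFP reporter cell wells. Times: overnight cell settling, then overnight compound exposure, 37 °C, 5% CO2. Compound: 20 µM single dose, 1% DMSO. Read-out basis: GFP/RFP fluorescence ratio.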
Rin1 Abl inh: human Rin1-Abl interaction inhibition | P00519+Q13671 | TR-FRET Rin1/Abl binding, biochemical | inhibition, % at 7.35 µM | actives 0.4% (n = 360,000) | AID 588664; in the data active = inhibition above about 5%, passing the limit was not always enough
SKN-1 inh: C. elegans SKN-1 inhibition | actives 0.49% (n = 360,000) | inhibition, % at 21.8 µM | C. elegans VP596 Pgst-4::GFP/RFP ratio, acrylamide-induced, 24 h;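 active = interference check ratio from 0.5 to 1.5 plus GFP to RFP signal ratio inhibition reaching or exceeding a fixed threshold, cut at about 30% in these data, passing the limit was not always enough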; note: some compounds called inactive have numbers as strong as hits
Rpn11 inh: blocks the human proteasome subunit Rpn11; O00487; human 26S proteasome, Ub4-pepOG fluorescence polarization; 20S core pre-blocked with epoxomicin; calls only at 20 µM; actives 0.59% (n = 360,000); AID 588493;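 active = inhibition at 20 µM, scaled to each plate's controls, above about 33%, limit read from the data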
Target sequence (O00487 whole entry, looked up): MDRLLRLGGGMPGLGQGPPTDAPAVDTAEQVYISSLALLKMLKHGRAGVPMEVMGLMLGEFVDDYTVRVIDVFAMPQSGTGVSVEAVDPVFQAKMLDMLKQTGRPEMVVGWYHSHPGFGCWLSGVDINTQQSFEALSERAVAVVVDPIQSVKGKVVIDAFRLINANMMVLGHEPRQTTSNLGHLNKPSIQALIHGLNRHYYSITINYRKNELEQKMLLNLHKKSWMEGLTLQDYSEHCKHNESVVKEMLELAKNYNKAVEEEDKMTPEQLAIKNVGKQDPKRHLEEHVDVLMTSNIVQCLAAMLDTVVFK
NadD inh: inhibitors of Staphylococcus aureus NadD | purified NadD enzyme, colorimetric absorbance read-out | actives 0.78% (n = 360,000) | inhibition, % at 20 µM; in the data active = inhibition above about 26%; note: some compounds past the cut are filed as inactive
Numbers without * were called inactive; i = inactive; nt = no result given.

SMILES	FAS-TE inh	CSN inh	PABP1 MLLE inh	Neddyl block	MT1-MMP act inh	Rin1 Abl inh	SKN-1 inh	Rpn11 inh	NadD inh
OC(c1ccccc1)(c1nc(-c2csc3ccccc23)cs1)C(F)(F)F (stereo not drawn)	30	2	11	i	1	-3	9	i	-4
O=C(CNC(=O)c1ccc(Br)o1)NCc1ccc(Cl)cc1	-4	1	7	i	1	-2	-8	i	-3
CCn1cc(C(=O)N[C@@H](CCSC)C(=O)NCCCOC)c(=O)c2cc3c(cc21)OCO3	-3	2	-1	i	0	3	6	i	-1
O=C(C[n+]1ccccc1)Nc1ccccc1C(=O)O	0	-4	3	i	-1	-2	11	i	-1
COc1ccccc1N1CCN(C(=O)c2cc(C)oc2C)CC1	-3	0	-3	i	1	-3	-2	i	-2
C/C(=N\NC(=O)c1cc(-c2cccnc2)nc2ccccc12)c1ccc(O)cc1O	-2	12	-3	i	-1	-6	7	i	20
C[C@@H]1CN([C@@H](C)CO)C(=O)c2cccc(NC(=O)c3ccncc3)c2O[C@@H]1CN(C)Cc1ccc(-c2ccccc2)cc1	-5	-5	-7	i	-2	3	5	i	4
CCC(C)(C)n1nnnc1C(c1cc2ccc(C)cc2[nH]c1=O)N(Cc1cccnc1)Cc1ccco1 (stereo not drawn)	16	0	-2	i	-8	4	5	i	6
COCCN1C(=O)Cc2c1nc(N)c1c(N)nc(N3CCN(c4ccc(F)cc4)CC3)c(C#N)c21	5	13	-35	i	1	-3	2	i	37*
C/C(=N/Nc1ccccc1C(=O)O)c1cccs1	-5	1	-1	i	0	2	0	i	-3
Cc1ccc(S(C)(=O)=NC(=O)NC(=O)c2c(Cl)cccc2Cl)cc1 (stereo not drawn)	-2	-2	0	i	2	1	1	i	-1
COc1ccc(CNC(=O)CNC(C)c2ccc(F)cc2)cc1 (stereo not drawn)	-2	3	-8	i	-3	1	10	i	0
O=C(/C=C/c1ccccc1)NNC(=O)c1cccnc1	-4	2	1	i	5	-4	19	i	5
CC1CCCCC1NC(=O)CSc1nnc(CNC(=O)c2ccccc2)n1C (stereo not drawn)	-4	4	-37	i	1	-2	-1	i	0
CC(=O)Nc1ccc(S(=O)(=O)Nc2nc3ccccc3nc2Nc2ccc(N)cc2)cc1	-5	83	-71	i	-81	-4	-2	nt	11
Cn1c(=O)cc(SCC(=O)N2CCN(C(=O)c3ccco3)CC2)c2ccccc21	-8	2	9	i	6	-101	-10	i	-2
CN(C)c1oc(-c2ccc(OCc3ccccc3)cc2)nc1C#N	30	3	-2	nt	1	3	-23	i	-1
COc1cccc(/C=C/C(=O)N2CCN(c3n[nH]c(=O)[nH]c3=O)CC2)c1OC	-5	-4	-5	i	-1	-5	-7	i	1
O=Cc1[nH]c2ccccc2c1N(C(=O)CCl)c1ccccc1	11	7	-7	i	-12	-2	1	i	-3
CC1(C)CC(=O)C(C(c2cccc([N+](=O)[O-])c2)C2C(=O)CC(C)(C)CC2=O)C(=O)C1	-3	4	12	i	4	-2	0	i	-4
Cc1c(NC(=O)C23CC4CC(CC(Br)(C4)C2)C3)c(=O)n(-c2ccccc2)n1C	-6	-1	3	i	2	-3	27	i	-5
CCOC(=O)CCCn1c(C)nc(=O)c(-c2ccccc2)c1C	-8	-6	-4	i	-1	1	0	i	2
O=C1Nc2cc(C(F)(F)F)ccc2N2CCCCC12 (stereo not drawn)	2	1	4	i	0	-2	27	i	1
CCOC(=O)c1ccc(NC(=S)N2CCCC2)cc1	-9	-1	-102	i	-1	-1	-6	i	4
CCCc1ccc2oc(C(=O)N3CCC(C(N)=O)(N4CCCCC4)CC3)c(C)c2c1	19	-1	1	i	2	-1	-1	i	-1
Next results follow:
SMILES	FAS-TE inh	CSN inh	PABP1 MLLE inh	Neddyl block	MT1-MMP act inh	Rin1 Abl inh	SKN-1 inh	Rpn11 inh	NadD inh
CCOc1cccc(-c2nnc3sc(-c4cccs4)nn23)c1	-3	2	5	i	-1	-4	6	i	-4
CN1CCCc2cc(C=O)ccc21	-8	0	-8	i	0	-1	-1	i	-4
CN(CC(=O)Nc1ccccc1Br)C(=O)CCCSc1nc2ccccc2[nH]1	-4	1	-7	i	-1	6	-7	i	-3
Cc1ccc(NC(=O)COC(=O)Cc2c[nH]c3ccccc23)cc1F	11	3	-22	i	8	10*	13	i	-10
CCOC(=O)c1ccc(-c2nnc(-c3ccc(Cl)cc3Cl)o2)cc1	8	4	3	i	0	-3	-3	i	-2
COc1ccc(-c2nc3c(C(=O)NCCN(C)C)cccc3c3ccccc23)cc1	3	-1	0	i	3	-5	4	i	0
COc1cc2c(cc1OC)CN(C(=O)c1nn(Cc3ccccc3)c(=O)c3ccccc13)CC2	17	0	-4	i	3	1	8	i	2
N#CCCn1cnc2c(=S)nc[nH]c21	-8	1	5	i	8	-2	13	i	-6
Cc1cccc(-n2nc3c(c2NC(=O)c2cc4ccccc4o2)CS(=O)(=O)C3)c1	8	-6	3	i	1	-2	21	i	-4
O=C(N/N=C/c1ccc(F)cc1)c1ccc(OCc2ccccc2)cc1	-4	-4	0	i	-6	0	-17	i	-7
Nc1[nH]c(C(=O)c2ccccc2)c(-c2ccc(Br)cc2)c1C(=O)NC1CCCCC1	-4	-3	nt	i	3	nt	-2	nt	4
CC(C)(C)NC(=O)COc1ccc(CNCCc2ccccc2)cc1	-1	-5	11	i	-5	1	-4	i	-2
Cc1cc(N(CCO)CCO)ccc1N=Nc1cc(F)ccc1F	8	4	-7	i	33*	-1	29	i	-10
CC(C)(C)c1ccc(NC(=O)N2CCCN(c3c(Cl)cncc3Cl)CC2)cc1	26	2	8	i	6	1	-7	i	-3
Cn1ncc2c(Nc3ccc(Cl)c(Cl)c3)ncnc21	10	0	3	nt	1	0	13	i	-3
CC/C(C)=N/Nc1nc(-c2cc3cccc(OC)c3oc2=O)cs1	6	-3	-7	i	4	-7	-4	i	51*
CN(C)C(=O)CCc1ccc2c3c([nH]c2c1)[C@]1(C)[C@@H](C(=O)N2CCOCC2)C[C@H](CC(=O)NCCN2CCOCC2)C(=O)N1CC3	-9	-3	2	i	0	1	4	i	5
CCSc1cc(N2CCOCC2)nc(-c2ccccc2)n1	-6	1	-5	i	0	-1	-4	i	0
COc1ccccc1NS(=O)(=O)c1cc(NC(=S)NCC2CCCO2)ccc1C (stereo not drawn)	0	-9	32	i	-6	2	17	i	5
N/C(=N\OC(=O)Oc1ccccc1)c1cccc([N+](=O)[O-])c1	13	4	14	i	5	3	1	i	1
Cc1c(C(=O)N2CCCCC2)c(S(=O)(=O)NCCc2ccc(Cl)cc2)c(C)n1C	1	-1	-8	i	0	5	-3	i	4
Cc1noc(C)c1C(=O)Nc1ccccc1-c1ccccc1	-7	0	-6	i	0	-1	-8	i	-3
CCOC(=O)c1sc(NC(=O)c2cc3n(n2)C(C(F)(F)F)CC(c2cccs2)N3)c(C(=O)OCC)c1C (stereo not drawn)	25	2	0	i	0	0	-14	i	30*
CCCN(C(=O)COC(=O)CCOc1ccc(C)cc1)c1c(N)n(Cc2ccccc2)c(=O)[nH]c1=O	-6	-3	-28	i	-8	1	-7	i	3
Cc1ccsc1C(=O)N1CCN(S(=O)(=O)c2cccs2)CC1	-1	1	3	i	-2	1	-2	i	-9

Arranged by molar mass (low to high): 15 of the compounds above
SMILES	FAS-TE inh	CSN inh	PABP1 MLLE inh	Neddyl block	MT1-MMP act inh	Rin1 Abl inh	SKN-1 inh	Rpn11 inh	NadD inh
N#CCCn1cnc2c(=S)nc[nH]c21	-8	1	5	i	8	-2	13	i	-6
Cn1ncc2c(Nc3ccc(Cl)c(Cl)c3)ncnc21	10	0	3	nt	1	0	13	i	-3
CCOc1cccc(-c2nnc3sc(-c4cccs4)nn23)c1	-3	2	5	i	-1	-4	6	i	-4
Cc1cc(N(CCO)CCO)ccc1N=Nc1cc(F)ccc1F	8	4	-7	i	33*	-1	29	i	-10
CC(C)(C)NC(=O)COc1ccc(CNCCc2ccccc2)cc1	-1	-5	11	i	-5	1	-4	i	-2
CCOC(=O)c1ccc(-c2nnc(-c3ccc(Cl)cc3Cl)o2)cc1	8	4	3	i	0	-3	-3	i	-2
COc1ccc(-c2nc3c(C(=O)NCCN(C)C)cccc3c3ccccc23)cc1	3	-1	0	i	3	-5	4	i	0
CC(C)(C)c1ccc(NC(=O)N2CCCN(c3c(Cl)cncc3Cl)CC2)cc1	26	2	8	i	6	1	-7	i	-3
COc1ccccc1NS(=O)(=O)c1cc(NC(=S)NCC2CCCO2)ccc1C (stereo not drawn)	0	-9	32	i	-6	2	17	i	5
COc1cc2c(cc1OC)CN(C(=O)c1nn(Cc3ccccc3)c(=O)c3ccccc13)CC2	17	0	-4	i	3	1	8	i	2
CN(CC(=O)Nc1ccccc1Br)C(=O)CCCSc1nc2ccccc2[nH]1	-4	1	-7	i	-1	6	-7	i	-3
Nc1[nH]c(C(=O)c2ccccc2)c(-c2ccc(Br)cc2)c1C(=O)NC1CCCCC1	-4	-3	nt	i	3	nt	-2	nt	4
CCCN(C(=O)COC(=O)CCOc1ccc(C)cc1)c1c(N)n(Cc2ccccc2)c(=O)[nH]c1=O	-6	-3	-28	i	-8	1	-7	i	3
CCOC(=O)c1sc(NC(=O)c2cc3n(n2)C(C(F)(F)F)CC(c2cccs2)N3)c(C(=O)OCC)c1C (stereo not drawn)	25	2	0	i	0	0	-14	i	30*
CN(C)C(=O)CCc1ccc2c3c([nH]c2c1)[C@]1(C)[C@@H](C(=O)N2CCOCC2)C[C@H](CC(=O)NCCN2CCOCC2)C(=O)N1CC3	-9	-3	2	i	0	1	4	i	5

Continuation.
SMILES	FAS-TE inh	CSN inh	PABP1 MLLE inh	Neddyl block	MT1-MMP act inh	Rin1 Abl inh	SKN-1 inh	Rpn11 inh	NadD inh
CC(C)C[C@H](NC(=O)[C@H](Cc1ccccc1)n1c(=O)[nH]c2ccccc2c1=O)C(=O)N1CCC[C@H]1C(=O)O	-3	5	4	i	-1	-5	1	i	-2
Cc1ccc(Sc2ccc(NC(=O)CCN3C(=O)NC4(CCCC4)C3=O)cc2)c(C)c1	20	1	1	i	5	2	10	i	-20
CC(O)(c1cccnc1)c1nc(-c2cccc(C#N)c2)cs1 (stereo not drawn)	-5	-7	3	i	-1	-1	3	i	-1
N#C/C(=C\c1ccc(N2CCOCC2)o1)C(=O)N1CCOCC1	-26	114	-143	i	-35	-13	5	nt	6
O=C(c1cc(-c2ccccc2Cl)nc2ccccc12)N1CCOCC1	2	3	-2	i	-2	-3	11	i	-2
Cc1cc(C)cc(-n2nnc(C(=O)NCc3ccccc3)c2N)c1	-2	0	2	i	-2	4	-26	i	-5
CCCC(=O)Nc1ccc(C(=O)COC(=O)C2=COCCO2)cc1	-6	1	5	i	1	0	-4	i	3
CCCNC(=O)COc1coc(CN2CCN(Cc3ccccc3)CC2)cc1=O	-9	2	-11	i	3	3	-3	i	-1
O=C(N=C1SC2CS(=O)(=O)CC2N1CCc1ccc(F)cc1)C1CCCCC1 (stereo not drawn)	3	1	5	i	-1	3	9	i	0
C=CCn1c(C)cc(C(=O)COC(=O)[C@@H](NC(=O)c2ccccc2Cl)C(C)C)c1C	10	-1	14	i	4	1	13	i	-6
COc1ccc(CCN(C)C(=O)c2cnc(C)cn2)cc1OC	-6	-2	-2	i	1	-2	8	i	1
CC(=O)c1ccc(Oc2ccc(C(C)=O)cc2)cc1	0	1	0	i	1	2	-5	i	-1
